# RSV antiviral HEp-2 – RSV antiviral activity via CPE protection, HEp-2 cells, primary 10 µM value included (AID 2391). HEp-2 cells, RSV-induced CPE inhibition; higher % means a stronger effect. one-dose CPE inhibition, % at 10 µM; IC50 in µM for titrated hits. 0.13% of 310,000 active; in the data active means a potency from the dose series; inconclusive means CPE inhibition mostly from about 23% at the one dose, without a potency; inactive means the rest, 99 in 100 with CPE inhibition below about 21%; further: strong numbers were not always called active
# XIAP displacement – small molecules displacing peptide from XIAP – biochemical, IAP family, fluorescence polarization (AID 1018); one-dose displacement, % at 20 µM; IC50 in µM for titrated hits; 0.007% of 200,000 active; XIAP BIR domain, fluorescence polarization peptide displacement; higher % means a stronger effect; in the data active means displacement above about 50%; further: a part of the inactive calls stands beside numbers as strong as those of hits
# CSM14.1 death rescue – protection against thapsigargin-triggered cell killing – 384-well, CSM14.1, ATP luminescence, primary screen (AID 1222). 190,000 tested, under 10 active. cellular ATP content (survival), % at 20 µM; hits with a dose series show EC50 in µM. CSM14.1 thapsigargin-induced death rescue, ATP luminescence; higher % means a stronger effect;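 active means EC50 below 50 µM in the dose-response confirmation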;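 further: death triggered by thapsigargin at about 15 µM added after 2 h compound pretreatment; cell ATP read after overnight thapsigargin exposure of roughly 18 to 22 hours; normalized against plate controls of thapsigargin alone and 5% DMSO vehicle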
# SV40 large T antigen – SV40 large T antigen inhibitors, biochemical (AID 1903); SV40 large T antigen ATPase/helicase inhibition assay; higher % means a stronger effect; one-dose inhibition, % at 20 µM; IC50 in µM for titrated hits; 0.39% of 310,000 active; in the data active means a potency from the dose series; inconclusive means inhibition mostly from about 32% at the one dose, without a potency; inactive means the rest, 99 in 100 with inhibition below about 32%; further: strong numbers were not always called active
# WT yeast gro inh – growth inhibition of WT yeast, mitochondrial fusion screen | mitochondrial fusion phenotypic screen, WT strain | inhibition, % at 10 µM | 2.1% of 190,000 active; in the data active means inhibition above about 58%; tested in S. cerevisiae
# Dengue-2 NS5 capping – Dengue-2 NS5 methyltransferase inhibitors, primary screen, biochemical, confirmation dose response (AID 588689) | inhibition, % at 25 µM, or IC50 in µM where a hit was titrated | Dengue-2 NS5 methyltransferase capping enzyme assay, biochemical; higher % means a stronger effect | 0.3% of 340,000 active; in the data active means a potency from the dose series; inconclusive means inhibition above about 29% without an active follow-up result
# K1F lysis inhibition – inhibition of K1F phage lysis, E. coli UTI89, bacterial capsule biogenesis inhibitors, alamar blue (AID 488966); E. coli UTI89 K1F phage lysis, alamar blue, 2 h; higher % means a stronger effect; 0.02% of 340,000 active; inhibition, % at 100 µM, or IC50 in µM where a hit was titrated;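 active means phage lysis inhibition, versus mean bacterial control, above a set limit; inconclusive means no clear call, values can overlap the other calls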;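 further: capsule biogenesis inhibitors block K1F phage lysis so surviving cells raise fluorescence; higher fluorescence means more inhibition of phage lysis; actives were called in the ten point dose series up to 300 µM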
# Yfh1-depleted yeast – enhancers of respiration in Yfh1-depleted yeast, dose response, Friedreich's ataxia, plus single-dose screen (AID 1465) | 0.074% of 220,000 active | fold induction at 50 µM, or EC50 in µM where a hit was titrated | S. cerevisiae Yfh1-off respiration, WST-1 reduction, 72 h; higher fold induction means a stronger effect;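 active means fold induction of absorbance versus untreated yeast above a set limit, then at least 30% activation at any dose in follow-up; inconclusive means repeats straddling the limit, or above it without dose testing; inactive means fold induction below the set limit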;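 further: activators that raise dye reduction in frataxin-depleted yeast; strong numbers were not always called active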
# West Nile virus CPE – inhibition of WNV-induced cytopathic effect – cell-based, CPE readout (AID 1621). West Nile virus-infected cells, CPE inhibition; higher % means a stronger effect. one-dose CPE inhibition, % at 10 µM; IC50 in µM for titrated hits. 0.02% of 290,000 active; in the data active means a potency from the dose series; inconclusive means CPE inhibition mostly from about 3.7% at the one dose, without a potency; inactive means the rest, 99 in 100 with CPE inhibition below about 2.2%; further: strong numbers were not always called active
# WT yeast gro inh mutant strain – recorded beside WT yeast gro inh, whose call it bears; inhibition, %; mitochondrial fusion phenotypic screen, mutant strain inhibition
# Active calls of the source: *; i = inactive; ? = inconclusive; · = not tested or not shown; [ ] = dose if it differs, or a comment.
SMILES,RSV antiviral HEp-2,XIAP displacement,CSM14.1 death rescue,SV40 large T antigen,WT yeast gro inh,WT yeast gro inh mutant strain,Dengue-2 NS5 capping,K1F lysis inhibition,Yfh1-depleted yeast,West Nile virus CPE
COc1ccc(CCNc2ncnc3c2oc2ccccc23)cc1OC,-0.3%,1.9%,-0.2%,18%,-24,-10,-1%,0.5%,i,1.4%
O=C(Cc1ccc([N+](=O)[O-])cc1)Nc1ccc(Cl)cc1,4.8%,-8.9%,-1.3%,13%,8,0,-9%,0.1%,i,-0.3%
O=C(N/N=C/c1ccccc1C(F)(F)F)c1ccc(O)cc1,1.9%,-5.5%,-1.7%,7%,-6,3,0%,0.9%,i,0.1%
COC(=O)C1=C(C)Nc2c(c(=O)n(C)c(=O)n2C)C1c1ccncc1 (stereo not drawn),0.4%,-0.7%,-4.1%,17%,-4,16,1%,3.1%,i,0.0%
CN(C)c1oc(/C=C/c2cccs2)nc1S(=O)(=O)c1ccccc1,-0.7%,·,·,-2%,·,·,-18%,0.1%,·,0.3%
Cc1c(C(=O)O)sc2nc(CSc3ncc(C(F)(F)F)cc3Cl)[nH]c(=O)c12,0.8%,·,·,1%,·,·,-4%,0.1%,i,0.6%
Cc1cccc(C(=O)Nc2sc(C(=O)N3CCCC3)c(C)c2C#N)c1,4.0%,-6.4%,1.9%,19%,4,5,-11%,1.6%,i,0.4%
CCN(CC)C(=O)C(=O)c1cccn1-c1c(Cl)cccc1C#N,-0.1%,-5.5%,0.4%,17%,-4,-2,7%,-0.2%,i,-0.9%
Cc1cc(C)cc(OCC(=O)Nc2ccc(CN3CCCCC3)cc2)c1,0.3%,-7.8%,-1.5%,10%,3,6,-1%,0.2%,i,0.5%
O=C(NC1CCCC1)c1cc(-c2ccccc2)nc2ccccc12,2.3%,·,·,10%,·,·,-10%,-1.6%,·,-1.3%
C=CCNC(=O)c1cccc(Br)c1,3.0%,-1.3%,-0.6%,7%,-16,-10,-4%,1.4%,i,-0.2%
CC(C)c1ccc(C2/C(=C(\O)c3ccc4c(c3)OCCO4)C(=O)C(=O)N2CCN2CCOCC2)cc1 (stereo not drawn),4.6%,·,·,11%,·,·,-2%,-0.2%,·,0.0%
Cc1nc2ccc(NC(=O)COc3cccc(F)c3)cc2s1,11%,-3.5%,-0.6%,5%,51,47,-9%,-0.1%,i,0.1%
CCn1c(SCCC#N)nnc1-c1ccncc1,2.2%,6.5%,-2.7%,0%,-9,-12,-2%,0.7%,i,0.0%
O=C(O)c1ccc(COc2ccccc2/C=C2\NC(=O)N(Cc3ccccc3)C2=O)cc1,2.1%,-6.0%,-0.3%,0%,23,-16,-3%,-0.3%,i,0.1%
C[C@H](NC(=O)c1ccccc1Cl)C(=O)OCC(=O)NNC(=O)c1cccs1,-0.3%,·,·,12%,·,·,-4%,1.4%[50 µM],·,·
Cc1ccc(-n2c(SCC(=O)Nc3ccc4c(c3)OCO4)nnc2-c2cccs2)cc1,-0.3%,-9.2%,·,0%,3,8,1%,1.6%,?,-0.2%
Cc1c(C=O)c2ccccn2c1C(=O)c1ccncc1,4.6%,-2.4%,0.4%,7%,13,10,-6%,8.4%,i,-0.4%
CCOc1ccccc1NC(=O)C1CCN(c2ccc(S(=O)(=O)N3CCCC3)cc2)CC1,-1.2%,-5.8%,0.8%,6%,5,26,-7%,5.7%,i,·
CCOc1ccc(NC(=O)Nc2nnc(CC(=O)NCc3ccccc3)s2)cc1,1.5%,0.8%,-0.9%,1%,-3,-10,-7%,-0.1%,i,-0.1%

# As a working copy, some entries already given.
SMILES,RSV antiviral HEp-2,XIAP displacement,CSM14.1 death rescue,SV40 large T antigen,WT yeast gro inh,WT yeast gro inh mutant strain,Dengue-2 NS5 capping,K1F lysis inhibition,Yfh1-depleted yeast,West Nile virus CPE
COc1ccc(CCNc2ncnc3c2oc2ccccc23)cc1OC,-0.3%,1.9%,-0.2%,18%,-24,-10,-1%,0.5%,i,1.4%
O=C(Cc1ccc([N+](=O)[O-])cc1)Nc1ccc(Cl)cc1,4.8%,-8.9%,-1.3%,13%,8,0,-9%,0.1%,i,-0.3%

# Other results follow.
SMILES,RSV antiviral HEp-2,XIAP displacement,CSM14.1 death rescue,SV40 large T antigen,WT yeast gro inh,WT yeast gro inh mutant strain,Dengue-2 NS5 capping,K1F lysis inhibition,Yfh1-depleted yeast,West Nile virus CPE
CCn1c(C)nnc1SCC(=O)Nc1nccs1,3.5%,·,·,8%,·,·,-2%,0.1%,·,-0.1%
Cc1ccsc1C(=O)OCC(=O)NCc1ccco1,1.5%,-1.6%,-1.5%,3%,-7,-7,-3%,0.1%,i,0.6%
O=C(Cn1c(O)c(/C=C2\C=Nc3ccccc32)sc1=O)Nc1ccc2c(c1)OCO2,-0.2%,-7.0%,0.0%,3%,5,-6,3%,0.3%,i,0.0%
COc1ccc(/C=C/C(=O)N2CCOCC2)cc1OC,0.9%,·,·,7%,·,·,-1%,0.1%,·,-0.8%
CCC(C)C(NC(=O)C1CCC(C)CC1)C(=O)NCCc1ccc(S(N)(=O)=O)cc1 (stereo not drawn),-0.2%,·,·,7%,·,·,-10%,0.1%,·,-1.1%
Cc1nc(C(=O)O)cc2c1[nH]c1ccccc12,2.8%,·,·,8%,·,·,1%,1.2%,·,·
COc1ccc(S(=O)(=O)N2CCN(C(=O)Cc3cccs3)CC2)cc1,0.8%,-8.8%,1.5%,0%,-20,-9,-3%,0.0%,i,0.9%
COc1cnc(-c2ccccc2)nc1Oc1ccc(C(C)(C)C)cc1,?,-0.9%,-0.7%,8%,26,4,-1%,-0.1%,i,-0.5%
CC(C)(C)OC(=O)NCCCCCc1cn(CC(=O)NCCCCCCCCCCC(=O)N2CCN(C(=O)OC(C)(C)C)CC2)nn1,-0.7%,·,·,2%,·,·,-4%,-0.2%,·,·
Cc1ccc2cc(/C=N/NC(=O)c3ccccc3[N+](=O)[O-])c(Cl)nc2c1,3.0%,-3.1%,0.0%,-2%,12,3,-5%,1.0%,i,-0.3%
CS(=O)(=O)N(CC(=O)N1CCN(c2cccc(Cl)c2)CC1)C1CCCCC1,1.0%,-4.4%,·,7%,15,26,-7%,9.4%,i,-0.1%
Cc1ccccc1OCCn1cc(C(=O)O)c2ccccc21,0.7%,-9.0%,-0.2%,24%,5,-6,·,-0.9%,i,-0.3%
Cc1ccc(C)c(S(=O)(=O)N2CCN(C(=O)c3cccn3C)CC2)c1,-0.7%,·,·,14%,·,·,-9%,0.6%[50 µM],·,·
O=C(CN1CCC(O)(c2ccc3c(c2)OCO3)CC1)N1CCOCC1,3.3%,-4.4%,-1.4%,8%,-16,6,-7%,1.4%,i,-0.3%
Cc1onc(-c2ccccc2Cl)c1C(=O)N1CCCC1,-0.9%,·,·,-12%,·,·,-1%,0.0%,·,-0.6%
CCCCCCSc1ccc(-c2nc3ccc(C)cn3c2NCc2ccccc2)cc1,-0.5%,·,·,8%,·,·,-16%,1.6%,·,·
Cc1nc(C)c(C(=O)N(c2ccc(F)cc2)C(C(=O)NCC2CCCO2)c2ccccc2)s1 (stereo not drawn),0.9%,·,·,3%,·,·,-4%,-0.1%,·,-1.0%
CCCCCCCCNC(=O)c1cnsn1,3.2%,-0.1%,-1.7%,-2%,25,20,0%,0.0%,i,-0.7%
O=C(O)c1c(Cl)c(Cl)c(Cl)c(Cl)c1C(=O)N1CCCC1,0.1%,-3.0%,3.2%,2%,-2,-9,-2%,0.6%,i,2.0%
O=c1[nH]c(COc2ccc(Cl)cc2Br)nc2ccccc12,?,·,·,15%,·,·,-6%,-1.1%[50 µM],·,-1.4%
C=CCn1cc(/C=C/c2cc[n+](C)cc2)c2ccccc21,4.3%,·,·,13%,·,·,?,0.3%,·,1.0%
CCCCCOc1cccc(C2C(C(=O)c3cccs3)=C(O)C(=O)N2CCN2CCOCC2)c1 (stereo not drawn),-0.1%,·,·,8%,·,·,-9%,-0.5%,·,·
CCC(C)c1ccc(C2C3=C(Nc4nc(N)[nH]c(=O)c42)c2ccccc2C3=O)cc1 (stereo not drawn),3.9%,·,·,7%,·,·,5%,0.2%,i,0.1%
Cc1ccc(C)c(C(=O)CN2Cc3ccccc3C2=O)c1,1.3%,·,·,2%,·,·,0%,0.1%,i,-0.2%
Cc1c(NC(=S)NC(=O)c2cc3ccccc3o2)c(=O)n(-c2ccccc2)n1C,2.0%,-1.7%,-2.0%,7%,-7,-19,1%,5.2%,i,0.1%
COc1cccc(CSc2nc3ccccc3cc2C=O)c1,14%,-10%,-0.4%,18%,13,-3,-3%,-0.2%,i,0.4%
CCSc1nnc(NC(=O)c2cc(OC)c(OC)c(OC)c2)s1,-0.3%,0.2%,·,-8%,7,-7,-7%,0.6%,i,-0.1%
CCCNC(=O)C(=O)c1cccn1-c1ccsc1C(=O)OC,0.1%,-14%,1.9%,-5%,6,-4,1%,2.8%,i,0.1%
Cc1ccc(-c2csc(NC(=O)c3cccc(S(=O)(=O)N4CCN(C)CC4)c3)n2)cc1,5.0%,-4.6%,-1.4%,5%,6,7,-2%,1.4%,i,0.1%
Cc1ccc(S(=O)(=O)N2CCN(C(C)C(=O)N3CCCc4ccccc43)CC2)cc1 (stereo not drawn),3.0%,0.1%,1.8%,3%,-7,13,8%,-0.2%,i,-0.4%
O=C(CC1Nc2c3ccccc3nc(=S)n2C1=O)NC1CCCCC1 (stereo not drawn),-2.4%,-9.1%,-1.3%,4%,-11,-31,·,·,i,0.3%
O=C(O)c1ccc(-n2cncn2)c([N+](=O)[O-])c1,2.1%,·,·,14%,·,·,-9%,-0.2%,i,-0.1%
O=C(COC(=O)/C=C/c1ccccc1[N+](=O)[O-])NCC(F)(F)F,4.7%,-7.7%,-2.3%,0%,12,5,0%,4.6%,i,0.5%
CCCCNC(=O)c1cc(C)nc2ccccc12,1.3%,·,·,2%,·,·,3%,-0.1%,i,0.3%
CCOC(=O)c1ccc(NS(=O)(=O)c2c(C)n(C)c(=O)n(C)c2=O)cc1,1.4%,1.1%,0.3%,1%,-10,2,2%,3.9%,i,0.1%
COc1ccc(OCc2cc(C(=O)N3CCN(CC(=O)N(C)C)CC3)no2)c(Cl)c1,0.1%,·,·,2%,·,·,-4%,0.3%,·,-0.3%
Cc1ccc(NC(=O)c2cc(-c3ccccc3)n[nH]2)cc1,1.6%,·,·,10%,·,·,0%,1.4%,·,-0.3%
CC(=O)NC(Cc1cccc(F)c1)C(=O)NC1CCN(C(=O)c2cccc(C)c2)CC1 (stereo not drawn),0.3%,-3.9%,0.4%,-1%,-7,-1,4%,0.4%,i,0.6%
COC(=O)N/N=C/c1ccc(-c2cc(Cl)cc(Cl)c2)o1,42%,4.4%,2.5%,19%,4,2,-3%,0.0%,i,-0.5%
COc1ccc(N(CC(=O)NN=C2CCN(C)CC2)S(=O)(=O)c2ccccc2)c(OC)c1,0.7%,·,·,5%,·,·,0%,0.0%,·,-0.4%

# From PubChem BioAssay
